# B2AR arrestin: beta2AR (human) beta-arrestin recruitment activity | P07550 | beta-arrestin recruitment to beta2AR, cell-based reporter | Potency, µM (doses to about 46.1 µM), inactives show at the top dose activation, most hits filed as activators | 330,000 compounds, 0.02% hits | AID 492947;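 also: potency is read from the fitted curve at half-maximal effect; 0% = DMSO controls and full agonism = EC100 isoproterenol or metaproterenol; nearly all actives have a fitted effect of over 65% in size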
# Target sequence (P07550 whole entry, looked up): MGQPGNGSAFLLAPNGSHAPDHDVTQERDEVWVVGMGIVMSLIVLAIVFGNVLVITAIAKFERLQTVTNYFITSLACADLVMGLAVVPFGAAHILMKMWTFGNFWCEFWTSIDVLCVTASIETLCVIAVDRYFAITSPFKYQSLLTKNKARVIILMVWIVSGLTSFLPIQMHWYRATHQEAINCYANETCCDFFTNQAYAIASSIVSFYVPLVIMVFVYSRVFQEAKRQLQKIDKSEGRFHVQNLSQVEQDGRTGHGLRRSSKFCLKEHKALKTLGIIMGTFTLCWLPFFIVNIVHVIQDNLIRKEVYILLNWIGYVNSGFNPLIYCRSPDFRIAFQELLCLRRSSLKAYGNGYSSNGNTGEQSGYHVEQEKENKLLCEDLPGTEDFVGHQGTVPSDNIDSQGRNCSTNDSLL
# p53 reactivation: re-activators of mutant p53. 320,000 compounds, 0.063% hits. AID 504706. Potency, µM (series often up to 92.2 µM), for inactives: top-dose activity change, positive = activation, hits mostly activators. H1299 p53-A138V BP100-luciferase reporter, luminescence, 24 h; also: potency is read from the fitted curve at half-maximal effect; % of control where 0% means no effect; nearly all actives have a fitted effect of over 45% in size
#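 H1299 (p53-null), stable ts p53-A138V + BP100-Luc; 1000 cells/well, Opti-MEM/10% FBS; cpd 4 pt, 1:5; 24 h, 37 deg C, 5% CO2; detection reagent 10 min RT; luminescence.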
# TSG101-PTAP inh: blocks PTAP/TSG101 interaction to inhibit HIV-1 budding; Fluorescence polarization, FITC-PTAP peptide / Tsg101 binding; Q99816; Potency, µM (doses to about 115 µM), for inactives: at the top dose activity change, negative = inhibition, actives largely listed as inhibitors; 340,000 tested, under 10 active; active = well fitted inhibition curve with a large enough effect in the main read-out, with a control signal flat, not every such curve was filed as active; inconclusive = small, poorly fitted or top-dose-only effect, or effect the other way, or a change in a side signal; inactive = no such curve, though single readings can be large or run the other way; also: potency is read from the fitted curve at half-maximal effect; % of control where 0% means no effect
# Target sequence (Q99816 whole entry, looked up): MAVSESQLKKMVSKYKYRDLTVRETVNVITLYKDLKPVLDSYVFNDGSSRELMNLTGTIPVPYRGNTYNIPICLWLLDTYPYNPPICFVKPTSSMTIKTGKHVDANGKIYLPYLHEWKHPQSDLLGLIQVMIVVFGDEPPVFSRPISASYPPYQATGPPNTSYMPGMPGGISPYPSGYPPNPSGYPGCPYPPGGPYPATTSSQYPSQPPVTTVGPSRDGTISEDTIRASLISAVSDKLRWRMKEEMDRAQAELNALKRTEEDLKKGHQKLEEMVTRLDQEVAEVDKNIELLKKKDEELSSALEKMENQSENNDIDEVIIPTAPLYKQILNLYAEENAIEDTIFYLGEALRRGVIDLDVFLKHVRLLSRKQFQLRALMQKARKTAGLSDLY
#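 FP read-out: FITC-PTAP peptide, 50 nM final, binding Tsg101 binding domain, 10 uM final; 20 min, r.t.; 10 mM HEPES pH 7.5, 0.15 M NaCl, 0.01% Tween 20, 3 mM EDTA, 0.1 mM TCEP.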
# TRPV1 ag: agonists of human vanilloid receptor 1 (TRPV1); Q8NER1; TRPV1-expressing cells, Fluo-8 calcium influx, agonist mode; activation, % at 8.33 µM; 320,000 compounds, 0.19% hits; AID 540275; in the data active = activation above about 80%; inconclusive = between about 30% and that limit; also: 0% is about no effect
#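 TRPV1-expressing cells were cultured overnight at 35.5C and loaded with Fluo-8 calcium dye for 40 to 90 min at room temperature. After a 10 s baseline, compound was added and calcium influx was read kinetically for 3 min (ex 480/em 520 nm).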
# CXXC DNA block: inhibitors of human MLL CXXC domain-DNA interaction; MLL-CXXC / FITC-HOXA9 DNA fluorescence polarization; Potency, µM (highest dose often 115 µM), for inactives: top-dose activity change, negative = inhibition, hits mostly inhibitors; 290,000 compounds, 0.037% hits; AID 2662; active = well fitted inhibition curve with a large enough effect in the polarisation, with a control signal flat, not every such curve was filed as active; inconclusive = small, poorly fitted or top-dose-only effect, or effect the other way, or a change in a side signal; inactive = no such curve, though single readings can be large or run the other way; the % refers to the polarisation; also: potency is read from the fitted curve at half-maximal effect
#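 Steps: dispense CXXC domain solution (7 uM) → pin compounds or unlabeled HOX-A9 DNA control → 5 min ambient → add FLSN-HOX-A9 solution (50 nM) → spin → 30 min ambient → fluorescence polarization. Tris pH 7.5/NaCl/DTT/BSA buffer.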
# Integrin act MD: activates integrin-mediated alleviation for muscular dystrophy; 350,000 compounds, 0.064% hits; Potency, µM (doses to about 38.3 µM), inactives show at the top dose activation, most hits filed as activators; alpha7betagal myoblasts, beta-gal FDG fluorescence, 48 h; AID 624291;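 also: potency is read from the fitted curve at half-maximal effect; 100% = response of the positive control SU9516; nearly all actives have a fitted effect of over 60% in size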
#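 alpha7betagal+/- myoblasts (passage 13, 250/well) treated 48 h at 37C with compounds at 1:260 dilution of DMSO stock. Lysed, then beta-galactosidase activity read as FDG fluorescence (ex 480/em 540) after 30 min, with pre-read for autofluorescence.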
# ELG1 DNA repair: inhibitors of ELG1-dependent DNA repair in HEK293T cells; HEK293T ELG1-luciferase reporter, luminescence, 16 h; DNA damage induced by 5-fluorouridine; Potency, µM (doses to about 46.1 µM), inactives show at the highest dose activity change, negative = inhibition, hits mostly inhibitors; 330,000 compounds, 2.3% hits; AID 504467; also: potency is read from the fitted curve at half-maximal effect; % is scaled to controls: 0 for no effect and ±100 for the full control effect; nearly all actives have a fitted effect of over 55% in size
#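 Cells (2,000 per well) received 5-fluorouridine plus test compound or DMSO and were incubated 16 hr at 37 °C, 5% CO2. Luciferase activity was read by luminescence 30 min after ONE-Glo addition; signal suppression marked inhibition of damage-induced ELG1 function.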
# TCR act: activates T cell receptor signaling | primary human leukocytes, anti-CD3, IL-2 HTRF, 48 h | 330,000 tested, under 10 active | AID 504894 | Potency, µM (series often up to 9.22 µM), for inactives: top-dose activation of IL-2 secretion, most hits filed as activators; also: % of control where 0% means no effect
#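 1) Mix primary human leukocytes, a-CD3 beads and compound. 2) Incubate 48 hr. 3) Add HTRF IL-2 reagents (a-IL-2-K, a-IL-2-d2).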
# AT treatment: potential ataxia-telangiectasia treatments restoring KAP-1 phosphorylation; […] A-T fibroblasts, KAP-1 phosphorylation AlphaLISA; neocarzinostatin DNA damage 30 min before lysis; Potency, µM (series often up to 57.5 µM), without a hit: at the highest dose activation, most hits filed as activators; 320,000 compounds, 0.19% hits; AID 485349; also: potency is read from the fitted curve at half-maximal effect; % of control where 0% means no effect; nearly all actives have a fitted effect of over 45% in size
#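 ATM-like activity read as KAP-1 phosphorylation via AlphaLISA donor/acceptor antibody pairs after lysis and 6 hr at 25C. Cells were ATM-null patient fibroblasts ([…], hTERT), dosed 60 min, then exposed to the DSB inducer NCS for 30 min.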
# BRCA1 expr act: BRCA1 expression activation; Potency, µM (doses to about 46.1 µM), for inactives: at the highest dose activation, hits mostly activators; AID 624202; MCF7-BRCA1-FFLuc reporter, luminescence, 48 h; response scale: scaled: vehicle 0%, 10 µM genistein 100%; 380,000 compounds, 1.1% hits; also: potency is read from the fitted curve at half-maximal effect; nearly all actives have a fitted effect of over 80% in size; some results filed as inactive show a strong effect at the top dose
#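 First, MCF7-BRCA1-FFLuc cells (2000/well) attach for 2 h; next, compounds are pin-added and incubated 48 h at 37 °C; finally, luciferase reagent is added and luminescence read after 15 min.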
# Starred values were filed as active, the others as inactive; i = inactive; u = inconclusive; x = not tested or not shown; [ ] = another dose, or the depositor's remark. Unless noted, calls follow the shape of the dose curve; as a rule, active = well fitted curve in the direction sought with a large enough effect; inconclusive = small, poorly fitted or top-dose-only effect, or another doubt; inactive = no such curve, though single readings can be large; an effect the other way counts as inactive or inconclusive.
# Below each compound: TCR act	ELG1 DNA repair	p53 reactivation	Integrin act MD	TSG101-PTAP inh	TRPV1 ag	CXXC DNA block	AT treatment	BRCA1 expr act	B2AR arrestin
COc1cc(OC)c(C2N(c3ccc(Cl)cc3)C(=O)C3CCCN32)cc1OC (stereo unspecified)
→ -2%	u	-7%	-5%	-5%	x	13%	11%	7%	0.5%
COc1cc(C(=O)NCc2ccc(C(=O)NCC(OC)OC)cc2)cc(OC)c1OC
→ -3%	u	-2%	0%	-1%	-1	3%	-4%	-4%	-0.1%
COc1cc(/C=C2/NC(=O)N(Cc3ccccc3F)C2=O)ccc1O
→ 7%	u	-3%	3%	-4%	u	0%	-4%	-47%	-0.2%
Cc1cccc(CC2CC(=O)N(CCc3ccc4c(c3)OCO4)C2=O)c1 (stereo unspecified)
→ 3%	1%	-3%	-2%	-1%	20	8%	1%[11.5 µM]	-3%	-0.9%
CC(=O)Nc1ccccc1NC(=O)C/C(C)=N/NC(=O)c1cccnc1
→ 7%	18%	4%	8%	-5%	-2	-1%	7%	-1%	0.4%
Cc1ccc(S(=O)(=O)NCCSCc2ccco2)cc1
→ -1%	-19%	-1%	u	-2%	0	6%	2%	-2%	-0.8%
COc1ccc([C@]23Cc4cc(OC)c(OC)cc4C(O2)C2=C(CCCC2=O)O3)cc1
→ x	x	x	x	x	i	0%[23 µM]	3%[11.5 µM]	x	-0.5%[9.22 µM]
COc1nc(-c2ccc(Cl)cc2)ccc1-c1noc(-c2ccco2)n1
→ -1%	6%	6%	-1%	0%	6	3%	0%	-31%	0.0%
CCCCNC(=O)CSc1nc2ccccc2c(=O)n1C1CCCC1
→ 1%	-20%	-5%	-1%	2%	-10	3%	12%	-28%	0.2%
CC(=O)c1ccc2c(c1)C1C=CCC1C(c1cc3c(cc1Br)OCO3)N2 (stereo unspecified)
→ 2%	-1%	3%	0%	-3%	-4	x	14%	-46%	0.4%
CS(=O)(=O)N1CCN(C(=S)NCc2ccc(F)cc2)CC1
→ 4%[46.1 µM]	3%	6%	3%	2%	9	-5%	1%	-6%	-2.5%
COC(=O)c1cnc(NNC(=O)c2ccc([N+](=O)[O-])cc2)nc1C(F)(F)F
→ 4%	-6%	-4%	-7%	-2%	-2	36%[activator]	-8%	-9%	0.8%
CCCN(C(=O)/C=C/c1nc2ccccc2s1)C1CCS(=O)(=O)C1 (stereo unspecified)
→ -7%	-3%	-8%	-13%	-2%	1	x	-6%	0%	0.1%
COc1ccc(CNc2nc3ccccc3n2CCN2CCOCC2)cc1
→ -10%[46.1 µM]	-5%	-5%	0%	-1%	2	-4%	2%	-16%	0.0%
CCOC(=O)c1c(-c2ccccc2)csc1NC(=O)c1ccc(N2C(=O)CCC2=O)cc1
→ -3%	0%	-5%	5%	-5%	-6	4%	10%	4%	-0.1%
COc1ccccc1N=Nc1c(C)[nH]n(-c2ccccc2)c1=O
→ 0%	11%	-1%	10%	-4%	0	-6%	3%	-48%	0.4%
CC1CC1C(=O)OCC(=O)NC(=O)NCc1ccco1 (stereo unspecified)
→ -4%	-3%	-1%	-8%	-3%	-9	3%	x	5%	0.3%
O=C(CSCc1ccc(Br)cc1)Nc1ccc(S(=O)(=O)N2CCOCC2)cc1
→ x	-19%	0%	23%	x	u	0%	3%	0%	-0.1%
C=CCN1C(=O)C2(OCCCO2)c2c(C)ccc(C)c21
→ -17%	1%	22%	-15%	-1%	16	-2%	-3%	15%	-3.7%
O=C1Cc2ccccc2C(c2ccccc2)N1 (stereo unspecified)
→ -6%	3%	-1%	-14%	-13%	-5	22%	-5%	0%	-0.5%
CCOc1ccc(C(=O)CC(=O)C(=O)NCCc2ccc(OC)c(OC)c2)cc1
→ 0%[46.1 µM]	-9%	0%	3%	0%	6	1%	-6%	2%	0.3%
Brc1ccc(-c2nc(-c3cccnc3)no2)o1
→ 0%	u	u	9%	-7%	-4	-10%	-9%	4µM*	0.0%
Cc1ccc2c(c1)c1c(n2C)C(C(N)=O)CCC1 (stereo unspecified)
→ 2%	12%	u	-2%[7.66 µM]	-1%	4	1%	-8%	-11%	-0.2%
Cc1ccccc1S(=O)(=O)Cc1ccc(C(=O)NCCCN2CCC(C)CC2)o1
→ -28%	0%	7%	14%	-4%	-2	-5%	-11%	0%	0.2%
Cc1ccc(NC(=O)c2ccc(Cl)cc2Cl)cc1O
→ -1%	u	24%	u	-3%	u	0%	0%	49%	-0.9%
COCC1CCCN(Cc2cn(Cc3ccccc3)nc2-c2cc3ccccc3o2)C1 (stereo unspecified)
→ -6%	-12%	1%	-3%	0%	7	1%	3%	0%	0.1%
CCCn1cc(SCC(=O)NCC2CCCO2)c2ccccc21 (stereo unspecified)
→ 2%	u	16%	5%	1%	5	1%	18%	u	0.2%
O=C(Cc1cccs1)N1CCN(c2ccccn2)CC1
→ 1%	0%	-18%	8%	-8%	6	-1%	10%	31%	0.2%
CCOC(=O)c1ccc(NC(=S)Nc2cccc(N)n2)cc1
→ -5%	u	u	27%	0%	x	-7%	3%	60%	-0.4%
CC(C)c1cccc(C2=CC(=O)C[C@H](c3ccc(F)cc3)C2)c1
→ 4%	24%	26%	-5%	-5%	u	x	u	0%	0.3%
CCS(=O)(=O)N1CCC(NC(=O)C(Cc2cccc(OC)c2OC)NC(C)=O)CC1 (stereo unspecified)
→ x	0%	9%	23%	1%	0	1%	11%	10%	-1.8%
O=[N+]([O-])c1ccc(N2CCOCC2)cc1O
→ 3%	-11%	0%	12%	-1%	-2	10%	6%	-3%	-0.7%
Cc1ccc(CSc2ccc(-c3cccs3)nn2)cc1
→ -4%[46.1 µM]	u	u	2%	-10%	20	7%	8%	u	-0.1%
COC(=O)c1c(NC(=O)CSc2nnc(CNc3ccc(Cl)cc3)o2)sc(C)c1C
→ 5%	u	-5%	18%	-3%	3	-3%	0%	-62%	0.2%
CCOC(=O)c1sc(NC(=O)COC(=O)Cn2cnc3ccccc32)c(C(=O)OCC)c1C
→ 2%	-29%	-1%	0%	-2%	-1	-7%	-3%	-1%	0.1%
C[C@@H]1CN([C@H](C)CO)C(=O)c2cc(NC(=O)Nc3ccc(C(F)(F)F)cc3)ccc2O[C@H]1CN(C)S(=O)(=O)c1ccccc1
→ -4%	u	3%	-18%	-1%	x	x	-6%	-60%	0.5%
CCOc1ccc2[nH]c(=O)c(C(c3nnnn3Cc3ccco3)N3CCC(C)CC3)cc2c1 (stereo unspecified)
→ -3%	u	1%	15%	0%	-1	-15%	-4%	-49%	-0.3%
COc1cccc(NC(=O)Cc2nnc(SCCOc3ccccc3)n2C)c1
→ 5%	-3%	1%	19%	-5%	-1	7%	4%	-5%	-0.2%
COCCn1c(C)cc(C(=O)COC(=O)c2ccccc2Br)c1C
→ -12%	u	-4%	-21%	0%	7	2%	0%	-32%	-0.3%
COc1cccc(CC2(CO)CCN(Cc3ccc(NC(C)=O)cc3)CC2)c1
→ 11%	10%	1%	-85%[inhibitor]	-2%	0	0%	-2%[11.5 µM]	9%	-0.1%
O=C(CN(Cc1ccco1)C(=O)CNS(=O)(=O)c1ccc(F)cc1)NCc1ccc(F)cc1
→ -7%	-1%	-5%	14%	0%	0	4%	-5%	12%	-0.2%
CCCN1CNC(=S)N(CCc2ccccc2)C1
→ 1%[46.1 µM]	5%	-12%	-10%	-2%	-2	i	-3%	7%	-0.8%
COC(CN(C)C(=O)C1CCC(CNS(=O)(=O)c2ccccc2)CC1)OC (stereo unspecified)
→ 1%	-21%	-3%	6%	-4%	2	5%	5%	-2%	-0.4%
COc1cc(N=c2c([N+](=O)[O-])nn(-c3ccc4c(c3)OCCO4)n2O)cc(OC)c1
→ 0%[46.1 µM]	u	10%	-54%[inhibitor]	-9%	-4	2%	1%	-71%[inhibitor]	0.0%
O=C(CN(Cc1ccccc1)S(=O)(=O)c1ccccc1)N/N=C/c1ccccc1C(=O)O
→ 1%	4%	-3%	-12%	-3%	3	-11%	-4%	-5%	-0.4%
O=C(COC(=O)c1ccc(Cl)c(S(=O)(=O)N2CCCCCC2)c1)Nc1ccccc1
→ -4%[46.1 µM]	23%	25%	-15%	1%	-6	9%	9%	2%	0.0%
CN1C(=O)N(CC(=O)Nc2nccs2)C(=O)C12CCCCC2
→ -3%	u	-6%	-4%	2%	0	x	0%	-25%	0.1%
Cc1cc(NC(=O)CSc2nc(-c3cccs3)cc(C(F)(F)F)n2)no1
→ 4%	0%	-19%	13%	-2%	1	13%	2%	-74%	-0.8%
